Screening results (PubChem)
UDG counterscr: blocks uracil-DNA glycosylase in AID counter-screen. hit rate 0.14% among 91,000. Potency, µM (top dose mostly 115 µM), for inactives: top-dose activity change, negative = inhibition, usual class: inhibitors. FRET deamination/UDG coupled assay, UDG read, 4 h; note: nearly all actives have a fitted effect of over 65% in size
AID inhibitor: activation induced cytidine deaminase inhibition. Q9GZX7. AID deamination FRET fluorescence, UDG-coupled, 4 h. Potency, µM (top dose mostly 115 µM), without a hit: top-dose activity change, negative = inhibition, actives largely listed as inhibitors. hit rate 0.32% among 91,000. AID 1347428; note: nearly all actives have a fitted effect of over 25% in size
Target sequence (Q9GZX7 whole entry, looked up): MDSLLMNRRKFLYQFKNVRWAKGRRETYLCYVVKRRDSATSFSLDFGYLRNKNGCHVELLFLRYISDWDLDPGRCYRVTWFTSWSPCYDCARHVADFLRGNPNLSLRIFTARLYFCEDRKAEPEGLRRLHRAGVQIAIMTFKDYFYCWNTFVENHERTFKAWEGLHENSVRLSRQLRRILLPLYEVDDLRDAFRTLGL
An asterisk follows results filed as active; ? = inconclusive; [ ] = dose if it differs, or a comment. Calls come from the whole dose curve; as a rule, active = well fitted curve in the direction sought with a large enough effect; inconclusive = small, poorly fitted or top-dose-only effect, or another doubt; inactive = no such curve, though single readings can be large; an effect the other way counts as inactive or inconclusive. % is set by controls: 0 for no effect and ±100 for the full control effect; potency is the fitted concentration of half-maximal effect. These rows are one share of the data, so the mix of outcomes need not match the whole.

Results follow in this order: UDG counterscr | AID inhibitor
1	COc1ccc(S(=O)(=O)N(CC(=O)Nc2cccnc2)c2ccc(Cl)cc2)cc1
    -5% | -4%
2	O=C(O)C1CC=CCC1C(=O)Nc1ccccc1C(F)(F)F (stereo not drawn)
    10% | 8%
3	O=C(NC1CCCCC1)c1ccc2c(c1)N(Cc1ccc(Cl)cc1)C(=O)c1ccccc1S2(=O)=O
    -13% | ?
4	Cc1ccnc(NC(=O)CCc2nc(C(C)(C)C)no2)c1
    -2% | -8%
5	CC(C)Cn1c(=O)n(C)c(=O)c2[nH]cnc21
    -7% | 0%
6	COC(=O)c1cc2c3ccccc3n(C)c2s1
    -1% | -3%
7	CC(C)(C)c1ccc(-c2nc(SCC(=O)Nc3ccccc3F)n3[nH]c(=O)cc3n2)cc1
    41%[activator] | ?
8	CCOc1nc2ccccc2nc1C(C#N)C(=O)NCc1ccccc1 (stereo not drawn)
    0% | -2%
9	CCOc1ccc(-c2cn(-c3ccc(OC)cc3)c(SCC(=O)Nc3ccccc3Cl)n2)cc1
    -6% | -12%
10	Cc1ccccc1CNC(=O)C(=O)NCC(c1ccco1)S(=O)(=O)c1ccc(F)cc1 (stereo not drawn)
    51%[activator] | 10%
11	CC(=O)c1c(C)[nH]c(C(=O)C(C)OC(=O)c2ccc(F)cc2Cl)c1C (stereo not drawn)
    -8% | 2%
12	CCOc1ccc(-n2c(C)nc3cc(C(=O)NC4CCCC4)ccc32)cc1
    -2% | -12%
13	O=c1c2ccccc2n(Cc2ccccc2Cl)c(=O)n1CCc1ccccc1
    -2% | 0%
14	Cc1ccc(C)c(NC(=O)CN2C(=O)c3cccc4cccc2c34)c1
    -5% | 13%
15	N#C/C(=C/c1cc(Br)ccc1OCc1ccccc1C#N)c1ccc(F)cc1
    1% | -3%
16	Cc1ccsc1C(=O)N1CCSCC1
    2% | 4%
17	Cc1cccc(NC(=O)c2cccn3c(-c4ccc(F)cc4)nnc23)c1C
    8% | -10%
18	CC1(C)O[C@H]2[C@@H](O1)[C@@H](C(=O)Nc1ccc(F)c(F)c1)O[C@@H]1OC(C)(C)O[C@@H]12
    -3% | 4%
19	CCCCc1cc(=O)oc2c(C)c(OCC(=O)NCc3cccnc3)ccc12
    9% | 5%
20	COC(=O)c1sccc1S(=O)(=O)N(CC(=O)NCc1ccccc1)c1ccccc1
    17% | 6%

By substructure: the compounds so far containing fluorine
Results follow in this order: UDG counterscr | AID inhibitor
2	O=C(O)C1CC=CCC1C(=O)Nc1ccccc1C(F)(F)F (stereo not drawn)
    10% | 8%
7	CC(C)(C)c1ccc(-c2nc(SCC(=O)Nc3ccccc3F)n3[nH]c(=O)cc3n2)cc1
    41%[activator] | ?
10	Cc1ccccc1CNC(=O)C(=O)NCC(c1ccco1)S(=O)(=O)c1ccc(F)cc1 (stereo not drawn)
    51%[activator] | 10%
11	CC(=O)c1c(C)[nH]c(C(=O)C(C)OC(=O)c2ccc(F)cc2Cl)c1C (stereo not drawn)
    -8% | 2%
15	N#C/C(=C/c1cc(Br)ccc1OCc1ccccc1C#N)c1ccc(F)cc1
    1% | -3%
17	Cc1cccc(NC(=O)c2cccn3c(-c4ccc(F)cc4)nnc23)c1C
    8% | -10%
18	CC1(C)O[C@H]2[C@@H](O1)[C@@H](C(=O)Nc1ccc(F)c(F)c1)O[C@@H]1OC(C)(C)O[C@@H]12
    -3% | 4%

Next results.
Results follow in this order: UDG counterscr | AID inhibitor
21	CN1CCC(N(C)C(=O)c2ccc(Cl)cc2F)CC1
    -1% | -4%
22	Cc1ccc(CNC(=O)CSc2c3c(nc4cc(Cl)ccc24)CCCC3)cc1
    11% | ?
23	CCCCOc1ccc(CNC(=O)Cn2ncn3c(cc4cc(F)ccc43)c2=O)cc1
    16% | 13%
24	O=C(CCn1c(=O)c2cccn2c2cccnc21)NCc1ccccc1Br
    11% | 1%
25	Cc1cc2c(cc1S(=O)(=O)NCc1ccc(N(C)C)cc1)OCC(=O)N2
    2% | -6%
26	CC(=O)c1ccc(N2CCN(CCS(=O)(=O)c3ccccc3)CC2)cc1
    3% | -3%
27	Cc1cc(SCC(=O)Nc2sccc2C(N)=O)nc2ccccc12
    3% | 45%
28	CC1CCCCN1C(=O)c1cc2cc([N+](=O)[O-])ccc2oc1=O (stereo not drawn)
    -3% | -2%
29	Cc1ccc(O)c(C(=O)C/C(=N/O)C(F)(F)C(F)F)c1
    2% | -3%
30	COCCn1cnc2c1c(=O)n(CC(=O)Nc1ccc(F)cc1F)c(=O)n2Cc1ccccc1
    0% | -1%
31	Nc1ccc2nc(CO)[nH]c2c1
    -10% | 39%[activator]
32	COc1cc(OC)c(NC2=C(c3ccc(C(F)(F)F)cc3)C(=O)c3ccccc32)cc1Cl
    -8% | 10%
33	COc1ccccc1CNS(=O)(=O)c1cc(Br)cc2c1N(C(C)=O)C(C)C2 (stereo not drawn)
    -11% | -4%
34	Cc1cc(C)c2c(n1)SCCN2C(=O)Nc1ccc(C(=O)Nc2ccc(C(C)C)cc2)cc1
    13% | 2%
35	COc1cc(C(=O)N2CC(=O)Nc3ccc(C)cc3C2c2ccc(F)cc2)cc(OC)c1OC (stereo not drawn)
    -9% | -10%
36	N#CCN(C(=O)c1ccccc1)C1CC1
    -9% | -5%
37	Cc1ccccc1-c1ccnc2c(-c3ccc(F)cc3)c(C)nn12
    -21% | -26%
38	CC1(C)CS(=O)(=O)N(c2ccc(C(=O)Nc3ccc4c(c3)OCO4)cc2)C1=O
    3% | 21%
39	Cc1ccc(S(=O)(=O)Nc2cc3c(cc2NCc2ccccc2)n(C)c(=O)n3C)cc1
    ? | -23%
40	Cc1cccc(CNC(=O)c2ccc(NC(=O)N3CC(C)Sc4ccccc43)cc2)c1 (stereo not drawn)
    5% | 4%
41	CC(=O)Nc1ccc(CNC(=O)c2cc(=O)[nH]c3ccccc23)cc1
    -1% | -2%
42	COc1ccc(CNC(=O)C2CCN(c3nnc(C)c4c(C)n(-c5ccc(C)cc5)nc34)CC2)cc1
    -14% | -28%
43	CCOC(=O)NC(CNC(=O)NCc1ccc(C(C)O)cc1)CC(C)C (stereo not drawn)
    9% | 5%
44	CCOC(=O)CCN(c1ccccc1)S(=O)(=O)c1ccc2[nH]c(=O)ccc2c1
    -1% | -3%
45	COc1ccc(Cl)cc1NC(=O)c1cc2nc(-c3ccc(C)cc3)cc(C(F)(F)F)n2n1
    0%[57.5 µM] | -11%[57.5 µM]
46	Cc1c(CC(C)C)nc(C#N)c(N)c1-c1ccccc1
    6% | -1%
47	COc1ccccc1NC(=O)C1=C(C)Nc2c(C(=O)Nc3ccc(F)cc3)cnn2C1c1ccc(Cl)cc1 (stereo not drawn)
    -10% | -11%
48	COc1ccc(S(=O)(=O)NC2CCN(Cc3ccccc3)CC2)cc1NC(C)=O
    -2% | 5%
49	COc1ccc(C)cc1NC(=O)N1CCN(c2nnc(C)c3c(C)n(-c4ccccc4)nc23)CC1
    28% | 9%
50	Cc1cccc(N2CCN(C(=O)Cn3nc(C)n4cccc4c3=O)CC2C)c1 (stereo not drawn)
    0% | 5%
51	CCc1ccc(CNC(=O)Cc2c(C(=O)O)c(C)cn2C)cc1
    4% | 13%
52	COc1ccc(CNC(=O)CN2C(=O)CN(C(=O)NCc3ccccc3)c3ccccc32)cc1
    -4% | -6%
53	COc1ccccc1CNC(=O)CCC1N=C2c3ccccc3N=C(SCc3cccc(Cl)c3)N2C1=O (stereo not drawn)
    0% | 16%
54	COc1ccc(-c2cc3nc(C)c(CCC(=O)Nc4ccccc4C(C)=O)c(C)n3n2)c(OC)c1
    4% | 0%
55	COc1ccc(CNC(=O)c2nc(CC(=O)Nc3cccc4ncccc34)no2)cc1
    -13% | 28%
56	O=C(O)CCCC(=O)N1N=C(c2ccsc2)CC1c1ccc(F)cc1 (stereo not drawn)
    3% | 6%
57	COc1ccc(N2CCN(C(=O)c3ccc4c(c3)CCN4S(=O)(=O)c3ccccc3)CC2)cc1
    -7% | -1%
58	Cc1ccc(-c2csc(NC(=O)c3cc(=O)c4ccccc4o3)n2)cc1C
    0% | ?
59	CCOc1cc(-c2ccc(OC(=O)c3ccc(C)cc3)c(OC)c2)cc(=O)c2c(C)oc(C)c12
    -5% | -30%
60	CC(C)n1c(SCC(=O)NCc2cccs2)nnc1-c1ccc2c(c1)OCCCO2
    3% | -2%
61	Cc1ccc(CSc2oc(-c3ccco3)nc2S(=O)(=O)c2ccc(Cl)cc2)cc1
    -23% | -13%
62	C/C(=N\NC(=O)c1cccs1)c1ccccn1
    -5% | -13%
63	COc1ccc(-n2nc(C)c3c2NC(=O)CC3c2ccccc2OCC(C)C)nn1 (stereo not drawn)
    -7% | ?
64	Cc1cc2ccccc2n1CC(=O)NCc1ccccc1
    0% | 4%
65	COc1cc(C(=O)Nc2sc(C(=O)OC(C)C)c(C)c2C#N)cc(OC)c1OC
    4% | 0%
66	O=C(NCc1ccc(Cl)cc1)c1cc2ccc3cccnc3c2[nH]1
    7% | -3%
67	Clc1ccc(CNCCN2CCCC2)cc1
    -7% | -4%
68	C=CCN(Cc1cccs1)C(=O)/C=C/c1ccccc1
    6% | -7%
69	CC(C)=CC1C(C(=O)NC23CC4CC(CC(C4)C2)C3)C1(C)C (stereo not drawn)
    -6% | -8%
70	COc1ccc(OCCn2c(NC(=O)c3ccc(OC)cc3)nc3ccccc32)cc1
    -7%[57.5 µM] | 6%[57.5 µM]

Further compounds:
Results follow in this order: UDG counterscr | AID inhibitor
71	Cc1ccc(C(=O)O)cc1I
    -9% | -4%
72	O=C(NC1CC1)c1cc(-c2ccccc2Cl)nc2ccccc12
    3% | -8%
73	Cn1c(=O)[nH]c(=O)c2c1nc(NCCO)n2CCOc1ccccc1
    7% | 6%
74	COc1ccc2c(c1)Cc1sc(NC(=O)c3ccccc3C)nc1-2
    -12% | ?
75	CN1CCN(NC(=O)c2ccc(Cl)cc2Cl)CC1
    4% | 2%
76	Oc1cccc(C=Nc2cccc3ccccc23)c1
    -2% | 21%
77	CC(C)C(NC(=O)N1CCC(NS(=O)(=O)c2cccs2)CC1)c1ccc(F)cc1 (stereo not drawn)
    -8% | -2%
78	N#CCCCN1CCCCC1
    4% | 1%
79	COc1ccccc1CNC(=O)CCCn1nc(C)c2c(C)n(-c3ccc(C)cc3)nc2c1=O
    -13% | -29%
80	COc1ccccc1CNC(=O)CCC(=O)N1CC2CCCN2c2ccccc21 (stereo not drawn)
    0% | -4%
81	CCN(CC)S(=O)(=O)NCc1ccnc(N2CCN(c3ccc(F)cc3)CC2)c1
    4% | 0%
82	CC(CNC(=O)CN1C(=O)COc2ccc(S(=O)(=O)N3CCCCC3)cc21)c1ccccc1 (stereo not drawn)
    -3%[57.5 µM] | -6%
83	Cc1cc(C)c2oc(-c3ccc(NC(=O)c4cc(Br)ccc4Cl)cc3)nc2c1
    -13% | ?
84	COc1ccc(NC(=O)COc2ccc(Cl)cc2)c2cccnc12
    -18% | -7%
85	COc1ccc(S(=O)(=O)Nc2ccc3c(c2)sc(=O)n3C)cc1Cl
    -10% | 10%
86	CCOC(=O)C1C(=O)C=C(/C=C/c2ccco2)CC1c1ccccc1 (stereo not drawn)
    7% | 17%
87	CSC1=N/C(=C\c2cccs2)C(=O)S1
    -1% | -2%
88	CCOc1ccc(N/C=C/C(=O)c2ccc(C)c(C)c2)cc1
    -4% | 1%
89	N#Cc1nc(COc2ccc(Br)cc2)oc1NCc1ccco1
    -1% | -1%
90	CN(C)C(CNC(=O)CCc1ncc(-c2ccc(F)cc2F)o1)c1ccco1 (stereo not drawn)
    3% | -1%
91	CCC1CN(C(=O)N2CCC(C(=O)Nc3ccccc3F)CC2)c2ccccc2O1 (stereo not drawn)
    1%[57.5 µM] | -16%
92	Cc1ccn2c(=O)c(C(=O)NCCc3ccccc3)c(O)nc2c1
    2% | 4%
93	O=c1c2cc3c(nc2ncn1Cc1ccc(Cl)cc1)CCCC3
    -15% | -11%
94	CCOC(=O)N1CCc2c(sc3c2c(=O)n(CCc2ccccc2)c(=O)n3CC(=O)Nc2cccc(C)c2)C1
    5%[57.5 µM] | 10%
95	CSc1ccccc1C(=O)Nc1cccc2ccccc12
    -10% | -10%
96	Cc1ccccc1CC(=O)N(C)Cc1ccsc1
    6% | -2%
97	O=C(CCC(=O)N1CCSc2ccccc21)NCc1ccccc1Cl
    -5% | -10%
98	C(#CCN1CCN(CC#CCOCCOCc2ccccc2)CC1)COCCOCc1ccccc1
    -16% | 0%
99	O=C(OC1CCCCC1)c1ccc(SCc2ccccc2F)c([N+](=O)[O-])c1
    4% | -8%
100	CCc1ccc(NC(=O)Cn2ccn(-c3ccc(OC)c(OC)c3)c(=O)c2=O)cc1
    9% | 0%
101	O=C(CSc1nnc(N2CCOCC2)n1-c1cccc(F)c1)Nc1ccc2c(c1)CCC2
    -5% | -8%
102	CCOc1ccccc1NC(=O)c1c(NC(=O)c2cccc(C)c2)sc2c1CCCC2
    -4% | -22%
103	CCOC(=O)c1cnc2c(C)c(Cl)ccc2c1Nc1ccc(C)cc1C
    -6% | 3%
104	CS(=O)(=O)c1ncc(Cl)c(C(=O)N(Cc2ccc(Cl)cc2)Cc2ccco2)n1
    -10% | ?
105	CN(C(=O)CSc1nnc(-c2ccccc2)n1C)C1CCS(=O)(=O)C1 (stereo not drawn)
    2% | 1%
106	COc1cccc(OS(=O)(=O)c2ccc3c(c2)CCCC3)c1
    -7% | -11%
107	CCCCS(=N)(=O)CCC(N)C(=O)O (stereo not drawn)
    5% | -1%
108	CC(C)c1cc(C(=O)Nc2ccc(Cl)cc2F)cs1
    13% | 2%
109	Cc1ccsc1CN(C(=O)c1oc2ccc(F)cc2c1C)C1CCS(=O)(=O)C1 (stereo not drawn)
    -14% | ?
110	CCOCCn1ccc2c(OCC(=O)Nc3cccc(F)c3)cccc2c1=O
    -21% | -2%
111	CC1CCN(C(=O)CSc2c(C(C)C)cnc3c2c(=O)n(C)c(=O)n3C)CC1
    -6%[57.5 µM] | -8%
112	COc1ccc(OC)c(CCNC(=O)CN2C(=O)COc3ccc(S(=O)(=O)N4CCC(C)CC4)cc32)c1
    10% | -19%
